KDM5B inh = inhibitors of human KDM5B histone demethylase. AID 1347165. 2.6% of 220,000 active. KDM5B demethylase, FDH-coupled NADH fluorescence (FDH is formaldehyde dehydrogenase). Potency, µM (titrated, usually from 57.7 µM), without a hit: at the highest dose activity change, negative = inhibition, hits mostly inhibitors; active means well fitted inhibition curve with a large enough effect; inconclusive means small, poorly fitted or top-dose-only effect; inactive means no such curve, though single readings can be large or run the other way; further: 0% is about no effect; nearly all actives have a fitted effect of over 70% in size
Target sequence (Q9UGL1 whole entry, looked up): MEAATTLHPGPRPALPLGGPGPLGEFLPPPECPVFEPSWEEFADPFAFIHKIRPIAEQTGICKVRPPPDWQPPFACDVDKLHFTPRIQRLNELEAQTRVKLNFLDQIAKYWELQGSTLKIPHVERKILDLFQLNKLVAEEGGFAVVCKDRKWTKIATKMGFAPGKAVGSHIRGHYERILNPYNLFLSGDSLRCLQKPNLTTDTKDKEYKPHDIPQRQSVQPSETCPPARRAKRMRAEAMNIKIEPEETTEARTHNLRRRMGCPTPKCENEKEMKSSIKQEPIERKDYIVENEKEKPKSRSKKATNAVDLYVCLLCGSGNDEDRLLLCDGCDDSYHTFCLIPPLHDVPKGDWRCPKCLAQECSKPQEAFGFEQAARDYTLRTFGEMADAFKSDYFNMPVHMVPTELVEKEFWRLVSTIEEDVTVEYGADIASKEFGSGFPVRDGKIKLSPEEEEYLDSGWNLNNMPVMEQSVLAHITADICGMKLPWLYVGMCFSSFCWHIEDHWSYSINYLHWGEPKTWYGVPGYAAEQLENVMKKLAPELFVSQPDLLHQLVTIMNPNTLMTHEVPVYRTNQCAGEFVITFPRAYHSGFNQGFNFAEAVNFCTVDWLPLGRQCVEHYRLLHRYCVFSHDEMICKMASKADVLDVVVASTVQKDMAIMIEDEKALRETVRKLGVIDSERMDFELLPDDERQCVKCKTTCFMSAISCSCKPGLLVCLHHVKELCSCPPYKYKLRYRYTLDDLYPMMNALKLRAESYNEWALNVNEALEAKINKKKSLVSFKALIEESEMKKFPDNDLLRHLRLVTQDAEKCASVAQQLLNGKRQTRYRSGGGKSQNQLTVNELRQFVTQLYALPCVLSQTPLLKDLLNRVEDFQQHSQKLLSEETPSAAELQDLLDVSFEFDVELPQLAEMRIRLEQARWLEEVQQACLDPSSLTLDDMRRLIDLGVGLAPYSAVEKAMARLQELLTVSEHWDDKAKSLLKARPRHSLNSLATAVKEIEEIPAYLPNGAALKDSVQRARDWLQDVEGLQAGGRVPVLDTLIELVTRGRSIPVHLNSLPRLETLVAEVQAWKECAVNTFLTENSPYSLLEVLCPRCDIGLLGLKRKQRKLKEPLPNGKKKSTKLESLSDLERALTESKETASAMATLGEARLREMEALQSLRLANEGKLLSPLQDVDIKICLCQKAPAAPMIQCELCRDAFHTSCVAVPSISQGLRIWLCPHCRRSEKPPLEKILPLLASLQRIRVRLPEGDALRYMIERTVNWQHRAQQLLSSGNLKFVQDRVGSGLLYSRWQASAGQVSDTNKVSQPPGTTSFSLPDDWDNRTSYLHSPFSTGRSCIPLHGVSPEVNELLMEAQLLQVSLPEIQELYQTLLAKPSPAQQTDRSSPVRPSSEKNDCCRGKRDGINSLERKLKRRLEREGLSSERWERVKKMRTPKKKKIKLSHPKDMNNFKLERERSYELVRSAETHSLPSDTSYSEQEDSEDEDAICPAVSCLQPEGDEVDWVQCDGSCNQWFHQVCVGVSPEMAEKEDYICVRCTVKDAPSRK
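Coupled FDH/NAD⁺ fluorescence readout. KDM5BΔAP 200 nM final; compound titration, 10 min RT preincubation; substrate mix 12.5 µM H3K4me3, 25 µM 2-OG, 50 µM Fe(II), 100 µM ascorbate, 0.25 mM NAD⁺, 0.25 U/mL FDH; ΔRFU over 30 min.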
* marks the source's active call; other numbers are inactive results; u = inconclusive; & = joins results of further samples; [ ] = dose if it differs, or a comment. Potency means the concentration at half of the fitted maximal effect. Some of the compounds tested; the hit share may differ from the screen's.

canonical_smiles	KDM5B inh
NS(=O)(=O)c1ccc(C(=O)N2CCCC(c3ccn[nH]3)C2)cc1 (centres undefined)	15.2%
O=C(Nc1ccc(NC(=O)c2ccc(Br)cc2)c(Cl)c1)c1ccc(Br)cc1	-2.3%
CCC(CC)NC(=O)C1Cn2cccc2C(=O)N1Cc1ccccc1 (centres undefined)	1.3%
CCOc1ccc(CNC(=O)Cn2nc(C)c3nn(-c4ccc(Cl)cc4)c(C)c3c2=O)cc1	-24.0%
CCCN1CCc2nc(SCC(=O)Nc3ccc(C)c(Cl)c3)[nH]c(=O)c2C1	u
CCCCN(C(=O)c1ccc2ccccc2c1)c1c(N)n(CCCC)c(=O)[nH]c1=O	-0.6%
Cc1ccc(-c2cc(C(=O)O)c3cc(Br)ccc3n2)cc1C	u
OC[C@@H]1CNC[C@H]1C1CCN(C2CCOCC2)CC1	-19.4%
CSc1ccc(CNC(=O)c2cc3c(=O)[nH]c(C)cn3n2)cc1	-26.8%
COc1cccc(-c2cc(C(=O)NCCn3nc(C)c(Cl)c3C)[nH]n2)c1	21.6%
COC(=O)c1ccc(NC(=O)CSc2nc(=O)[nH]c3c2CCCC3)cc1	5.8%
COc1ccc(N(C)C(=O)NCc2noc3ccc(C)cc23)c(OC)c1	20.2%
C=CCNC(=O)N1CCOC(CN(CC(C)C)C(=O)c2ccccc2)C1 (centres undefined)	u
O=C(c1nc(-c2ccc(Cl)cc2)n2c1CCCCC2)N1CCN(c2ccc(F)cc2)CC1	-16.9%
Cc1ccc(C2(C(=O)N3CCN(Cc4ccccc4)CC(O)C3)CC2)cc1 (centres undefined)	-19.2%
O=C(C[N+]12CC[N+](CC(=O)c3ccc(F)cc3)(CC1)CC2)c1ccc(F)cc1	-16.6%
CC(C)(C)OC(=O)N1CCC(c2c(C(=O)N3CCN(c4ccccn4)CC3)cnn2-c2ccc(F)cc2)CC1	-1.4%
N#Cc1ccc(OCc2cccc3cccnc23)cc1	19.3%
CC(C)C(=O)N1N=C(c2cc(Cl)ccc2Cl)CC1c1ccc2nccnc2c1 (centres undefined)	-2.1%
CCCc1ccc2oc(C(=O)NCCc3nncn3CC)c(C)c2c1	u
O=C(NC1CC1)C1CCN(C2CCN(C(=O)CSc3ccccc3)CC2)CC1	16.4%
COCCCn1c(C)cnc1C1CCN(C(=O)Nc2ccc3c(c2)OCCO3)C1 (centres undefined)	-14.3%
CCOc1ccccc1C(=O)N1CCN(c2cc(C(F)(F)F)nc(C)n2)CC1	7.3%
COc1ccc(CCNC(=O)CCCn2c(SCC(N)=O)nc3cc4c(cc3c2=O)OCO4)cc1OC	-6.0%
Cc1ccc(C(=O)N2CCN(c3nnc4c(Cl)cccn34)CC2)cc1F	-9.1%
CNC(=O)[C@@H]1CN(C(=O)Cn2c(=O)oc3ccccc32)C[C@H]1c1nc(C)no1	16.9%
CCc1ccc(Oc2nc3c(C)cccn3c(=O)c2/C=C(\C#N)c2nc3ccccc3s2)cc1	u
CCOP(=O)(OCC)C(Nc1ccc(F)cc1)c1ccccc1 (centres undefined)	25.1%
COc1ccc(-c2nn(-c3ccc(F)cc3)c3c2cnc2ccc(F)cc23)cc1OC	-4.9%
COc1ccc(-c2nc(CSCC(=O)NCc3cccnc3)c(C)o2)cc1	2.8%
O=S(=O)(c1ccc2c(c1)CCC2)N1CCCCC1c1nc(CCOCC2CC2)no1 (centres undefined)	u
CC(C)C(NC(=O)c1ccc(C23CC4CC(CC(C4)C2)C3)cc1)C(=O)O (centres undefined)	19.2%
CCOC(=O)C1(C(F)(F)F)N=C(c2ccc(OC)cc2)OC(N(C)C)=N1 (centres undefined)	18.6%
CC(C)c1ccc2c(c1)C(N1CCN(C)CC1)Cc1cccnc1S2 (centres undefined)	u
Cc1cccc(C)c1NC(=O)C(=O)NCC(c1ccc2c(c1)OCO2)N1CCN(C)CC1 (centres undefined)	-13.1%
C#CCn1c(=NC(=O)c2ccc3c(c2)OCCO3)sc2cc(OC)c(OC)cc21	u
CCNC(=O)Nc1ccc2c(c1)CN(Cc1ccccc1OC)C(=O)C(C)O2 (centres undefined)	28.2µM*
Cc1nn2c(c1-c1cccnc1N1CCOCC1)N(CCCc1ccccc1)CCC2	-26.5%[86.2 µM]
S=c1[nH]nc(-c2cc(-c3ccccc3)n[nH]2)n1/N=C/C=C/c1ccccc1	-2.7%
CCCCNC(=O)C1CCN(S(=O)(=O)CCC)CC1	-29.8%
COc1ccc(S(=O)(=O)NCC(c2ccco2)S(=O)(=O)c2cccs2)cc1OC (centres undefined)	-14.0%
Cc1ccc(N(CC(O)CN2CCCCC2)S(=O)(=O)c2ccc3ccccc3c2)cc1 (centres undefined)	4.0%
O=C(Nc1ccc2ncnc(N3CCCCC3)c2c1)c1cc(F)cc(F)c1	u
Cn1nc(C(=O)N2CCCc3ccccc32)c2ccccc2c1=O	-8.4%
Cn1nc(C(=O)N2CCOCCNC(=O)CC2)c2ccccc21	-6.6%
Cc1cccc(CNC(=O)c2ccc3c(c2)N(C)C(=O)C2CCCCN32)c1 (centres undefined)	u
COCC(=O)N1CCC2(CC1)OC(=O)N(Cc1cccnc1)C2(C)c1ccccc1 (centres undefined)	-14.1%[86.2 µM]
CCOC(=O)C1CCN(S(=O)(=O)c2ccc(-c3ccccn3)s2)CC1	-5.6%
COc1ccc(Cl)cc1C(=O)N1CCC[C@H]1c1nc(-c2ccc(C)cc2)no1	-18.2%
CCOc1ccccc1C1NC(=O)N(CC(=O)Nc2cc(C)ccc2OC)C2=C1C(=O)OC2 (centres undefined)	-15.7%

Next section:
canonical_smiles	KDM5B inh
CCCCN(C)C(=O)Cn1ccn2nc(-c3ccc(F)cc3)c(CO)c2c1=O	-23.5%
Cc1cc2nc(-c3ccc(OCc4ccccc4)cc3)cc(C(F)(F)F)n2n1	14.2%
COCC(=O)N1CCN(C(=O)c2ccc(N(C)C)cc2)C[C@H]1C(=O)N[C@@H](CC1CCCCC1)C(N)=O	-11.2%
Cc1ccc(NC(=O)c2c(C)cc(C)nc2SCC(=O)Nc2ccc(Br)cc2)cc1	8.0%
Cc1cccc(C(=O)Nc2cccc(C(=O)OCc3cc(=O)n4c5c(sc4n3)CCCC5)c2)c1	u
COc1ccc(-c2c(NC(=O)c3ccccc3)oc3ccccc3c2=O)cc1	7.4%
Fc1ccc(CCC2CCCN(C3CCN(Cc4cccnc4)CC3)C2)cc1 (centres undefined)	u
COc1cccc(-c2nnnn2[C@H]2CO[C@H]3[C@@H]2OC[C@@H]3NC(=O)c2ccccc2)c1	-21.6%[86.2 µM]
CC(=O)c1c(C)[nH]c(C(=O)Cn2cnc3c2c(=O)n(C)c(=O)n3C)c1C	3.5%
CC(=O)O/N=C(\N)Cc1ccc(-c2csnn2)cc1	-8.1%

By substructure, those above with a COOH group
canonical_smiles	KDM5B inh
Cc1ccc(-c2cc(C(=O)O)c3cc(Br)ccc3n2)cc1C	u
CC(C)C(NC(=O)c1ccc(C23CC4CC(CC(C4)C2)C3)cc1)C(=O)O (centres undefined)	19.2%

Remaining list, next part.
canonical_smiles	KDM5B inh
CC(=O)Nc1ccc(CN2CCn3c(nnc3-c3ccncc3)C2)cc1	6.9%[149 µM]
CCOc1ccccc1CN1C[C@@H](CO)[C@H](NC(C)=O)C1	-24.6%
Cc1ccc(NC(=O)C2CCCN2S(=O)(=O)c2ccc3c(c2)n(C)c(=O)c(=O)n3C)c(C)c1 (centres undefined)	0.2%
Cc1ccc(CCNC(=O)c2ccc3c(=O)n(-c4ccccc4)c(=O)[nH]c3c2)cc1	11.0%&-24.1%
O=C(N[C@@H]1CN(C(=O)c2ccccn2)CC[C@@H]1CO)C1CC1	-15.4%
COc1ccc(Cn2c(=O)c3cccnc3n(Cc3cccc(OC)c3)c2=O)cc1	u
FC(F)Sc1ccc(NC(=S)N(Cc2ccccc2)Cc2ccccc2)cc1	-10.8%
NS(=O)(=O)c1ccc(CCNC(=O)NC2CCCCC2)cc1	-6.8%
COc1ccc(C2C=C(c3ccccc3)Nc3nc(NC(=O)c4ccc(C)cc4)nn32)cc1 (centres undefined)	u
CCOc1ccc(CNC(=O)c2ccc(CS(=O)Cc3ccc(Cl)cc3)o2)cc1 (centres undefined)	-14.9%
CC(OC(=O)c1ccc(CCNS(C)(=O)=O)cc1)C(=O)N(C(C)C)C(C)C (centres undefined)	15.7%
COc1ccc(-c2[nH]c3ccccc3c2SCCNC(=O)c2cc(OC)c(OC)c(OC)c2)cc1	u
COc1ccc(CN(C)C(=O)c2ccccc2Sc2ccccc2C#N)c(OC)c1	-1.9%
Cn1ccc(C(=O)N2CCC(c3nnc4n3C(C(=O)NCc3ccc(F)cc3)CC4)CC2)n1 (centres undefined)	3.2%&17.9%[115 µM]
CC(C)c1ccccc1NC(=O)CSc1nnc(COc2ccccc2Cl)o1	-37.8%
COc1ccc(CNC(=O)C2(c3ccc(NC(C)=O)cc3)CCCCC2)cc1OC	6.9%
Cc1cc(=O)[nH]c2nnc(SCC(=O)NC(C)(C)C)n12	-13.9%
CC(C)C(=O)Nc1cccc(C(=O)Nc2nnc(C(F)(F)F)s2)c1	-38.8%[11.5 µM]
Fc1ccc(N2CCN(Cc3nnc(-c4ccccc4Cl)o3)CC2)cc1	-19.2%
Cn1c(=O)c2c(-c3ccc(Cl)cc3)ccnc2n(C)c1=O	-31.2%
COc1ccc(Cn2ccc3nc(C)c(C(=O)N4CCN(c5cc(C)ccc5C)CC4)cc3c2=O)cc1	u
O=c1c2ccccc2cnn1Cc1coc(-c2cccc(Cl)c2)n1	15.7%
Cc1ccccc1NC(=O)N1CCCC(Cn2cnc3cccnc32)C1 (centres undefined)	11.9%
CC(C)Cc1nn2c(=O)cc(COC(=O)c3ccccc3NC(=O)c3cccs3)nc2s1	-34.5%
CCC1c2nccn2CCCN1C(=O)c1ocnc1C (centres undefined)	20.2%
CNC(=O)CCc1ccnc(N2CCCC2)c1	u
O=c1n(Cc2ccc(Cl)cc2)c2ccccc2c2nc(-c3ccccc3)nn12	-40.0%
COc1ccc(Cn2c(=O)c3oc4ccccc4c3n(CC(=O)Nc3ccc(F)cc3F)c2=O)cc1	-23.2%
O=C1CCSC2(C(=O)N(Cc3ccc(F)cc3)c3ccccc32)N1c1ccc(Cl)cc1 (centres undefined)	-11.8%
CC(=O)c1cccc(Nc2nc3ccccc3nc2NS(=O)(=O)c2cccc(C)c2)c1	13.4%
COc1cc(-c2nc(Cn3nnc(C(=O)Nc4ccccc4C)c3C)c(C)o2)cc(OC)c1OC	-25.4%
CCc1ccc(NC(=O)COc2cccc(-c3nnc4n3CCCC4)c2)cc1	0.8%
CCS(=O)(=O)N1CC(=O)N(c2ccc(Cl)cc2C)C(C)(C(=O)NC2CCCCC2)C1 (centres undefined)	-9.3%
CNC(=O)c1cc(NC(=O)CCn2nc(-c3ccccc3)c3ccccc3c2=O)ccc1OC	11.7%&15.7%
CC(C)Oc1cccc(C(=O)Nc2cc(C(C)(C)C)on2)c1	-9.3%
CCCN1CCN(C(=O)CC2CCCN(c3cnn(CCOC)c(=O)c3)C2)CC1 (centres undefined)	-29.1%
CN(C)Cc1cc(C[C@@H]2C[C@H](NCc3ccc(F)cc3)C2(C)C)no1	13.8%[86.2 µM]
O=C(c1ccccc1)N1CCC(N2CCNC2=O)CC1	30.8%[activator][149 µM]
CS(=O)(=O)N1CCN(C(C(=O)O)c2c[nH]c3cc(Cl)ccc23)CC1 (centres undefined)	3.0%
COc1cccc(N2CC(C(=O)N3CCC(C#N)CC3)NC2=O)c1 (centres undefined)	-13.9%[86.2 µM]

Some of the entries so far, with each value named.
> COc1ccc(-c2nn(-c3ccc(F)cc3)c3c2cnc2ccc(F)cc23)cc1OC
  KDM5B inh: -4.9%
> COc1ccc(-c2nc(CSCC(=O)NCc3cccnc3)c(C)o2)cc1
  KDM5B inh: 2.8%
> O=S(=O)(c1ccc2c(c1)CCC2)N1CCCCC1c1nc(CCOCC2CC2)no1 (centres undefined)
  KDM5B inh: u
> CC(C)C(NC(=O)c1ccc(C23CC4CC(CC(C4)C2)C3)cc1)C(=O)O (centres undefined)
  KDM5B inh: 19.2%

Next part.
canonical_smiles	KDM5B inh
O=C(NCc1cccc(Cl)c1)c1ccc2nc(N3CCCCC3)sc2c1	-8.3%
O=C(CSc1nnnn1C1CCCC1)NC(c1ccccc1)c1cccs1 (centres undefined)	-10.8%
Cc1ccc(NC(=O)CCNC(=O)Cc2ccccc2)cc1C	17.7%
CCOC(=O)c1cccc(C(=O)O)n1	-16.2%
Cc1cc(C(F)(F)F)c2c(C)nn(-c3ccccc3)c2n1	u
CCCCn1nc(C(=O)NCCc2ccc(S(N)(=O)=O)cc2)c2ccccc2c1=O	-8.2%
COc1ccc(-n2nc(C(=O)NCCCOC(C)C)c3c4ccccc4n(C)c3c2=O)cc1	9.6%
COCCCNCCC(CCC(C)C)c1ccc2c(c1)OCO2 (centres undefined)	u

Screening data deposited in PubChem BioAssay by National Center for Advancing Translational Sciences (NCATS).
